Compound activity from PubChem.
MKP-3 inhibition: MKP-3 phosphatase inhibitors, primary screen, biochemical, rat enzyme, in vitro (AID 425); recombinant MKP-3 phosphatase activity, fluorescence; higher % means a stronger effect; Dual specificity protein phosphatase 6 (Rattus norvegicus); 0.17% of 110,000 active; inhibition, % at 20 µM; hits with a dose series show IC50 in µM; in the data active = inhibition above about 50%;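 also: plate controls were vehicle for no effect and reference inhibitor for full effect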
Hsp70 inhibitors: Hsp70 inhibitors, probe displacement, primary screen, biochemical, fluorescence polarization (AID 583). Heat shock 70 kDa protein 1A (Homo sapiens). Hsp70 fluorescence polarization probe displacement, mP; higher % means a stronger effect. displacement, % at 20 µM; hits with a dose series show IC50 in µM. 0.06% of 140,000 active; in the data active = displacement above about 50%;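 also: plate controls were vehicle for no effect and reference ligand for full effect; a part of the inactive calls stands beside numbers as strong as those of hits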
* marks the source's active call; other numbers are inactive results; / = no result given; & = joins results of further samples.

MKP-3 inhibition | Hsp70 inhibitors | molecule
/ | 5.7% | COc1ccc(/C(O)=C2/C(=O)C(=O)N(CC3CCCO3)C2c2ccc(OC)c(OC)c2)cc1 (stereo not drawn)
-2% | -3.5% | C=CCNC(=O)CCCC(=O)NCC=C
-2% | 0.5% | COc1ccc(-c2nc(C#N)c(NCCCN3CCOCC3)o2)cc1
-3%&4% | -0.7%&-0.8% | CC(C)=C1C2CCC1C(C(=O)NCc1ccccc1)C2C(=O)O (stereo not drawn)
/ | 6.1% | Cc1ccsc1CNn1cnnc1SCc1ccc(Cl)cc1
-13% | -4.5% | O=C(CN1C(=O)CCC1=O)Nc1ccc2c3c(cccc13)CC2
-6% | 6.4% | Cc1ccc(OC(=O)CCC(=O)Nc2ccc(S(=O)(=O)Nc3cc(C)on3)cc2)cc1
5% | -1.3% | CC1=CC(C)(C)N(C(=O)NC2CCCCC2)c2ccc(C)cc21
-6% | -8.7% | O=C1CSC(=S)N1Cc1cccnc1
-7% | -1.6% | CCCCn1c(NC(=O)c2ccccc2)nc2ccccc21
-4% | -2.4% | CCc1ccc(-c2ncnn2-c2ccc(Cl)cc2)cc1
-4% | 3.3% | C1=CC2c3ccccc3NC(c3ccncc3)C2C1 (stereo not drawn)
2% | 0.5% | COc1cc(/C=C2\C(=O)NC(=O)N(c3ccc(F)cc3)C2=O)ccc1OCC(=O)O
0% | -4.3% | CCOC(=O)C1=C(O)/C(=C/c2cc(C)n(-c3ccc(C)cc3C)c2C)N=C1C
2% | 2.0% | O=C(Cn1cc(Br)c(=O)n(CC(=O)Nc2ccccn2)c1=O)Nc1ccccn1
2% | -11% | COc1ccc(NC(=O)COc2ccc(Br)cc2C(C)(C)C)c([N+](=O)[O-])c1
3% | -0.3% | CCOc1ccccc1NC(=O)N1CCCC1C(=O)Nc1ccc(-n2cnnn2)c(C)c1 (stereo not drawn)
0% | 20% | CC(=C\C(=O)O)/C(=C/c1ccc2ccccc2n1)C(=O)O
2% | 2.3% | COC(=O)CNC(c1ccccc1)c1cc(Br)ccc1NC(=O)CN1CCOCC1 (stereo not drawn)
2% | -0.1% | O=C(COC(=O)C1CCCN1C(=O)Oc1ccccc1)c1ccccc1 (stereo not drawn)
-7% | 4.1% | Cc1cc(C)n(S(=O)(=O)c2ccc(C)c(C)c2C)n1
9% | -0.3% | NC(N)=N/N=C/c1ccccc1OS(=O)(=O)c1ccccc1
2% | -4.9% | COC(=O)c1ccc(NC(=O)C2CC2(c2ccccc2)c2ccccc2)cc1 (stereo not drawn)
2% | 2.6% | CC1CCCN(S(=O)(=O)c2ccc3c(c2)CCN3C(=O)C2CCC2)C1 (stereo not drawn)
-6% | 3.7% | COc1cccc2sc(Nc3nc(C)c(C(C)=O)s3)nc12
4% | -0.2% | Cc1ccc(NC(=O)c2cc(NC(=O)c3ccccc3)cc(NC(=O)c3ccccc3)c2)cc1
8% | 0.2% | O=C(Nc1cccc(C(F)(F)F)c1)c1ccc(OC2CSC2)cc1
-7% | 1.3% | Cc1ccc(NS(=O)(=O)c2cc(C(=O)N3CCOCC3)ccc2C)cc1
-6% | 6.7% | COC(=O)NCC(c1cccnc1)N1CCN(c2ccccc2)CC1 (stereo not drawn)
5% | -5.2% | COc1cccc(/C=C2/C(=O)NC(=S)N(c3cccc(Br)c3)C2=O)c1O

Compounds listed so far containing a Cl atom, in the order listed:
MKP-3 inhibition | Hsp70 inhibitors | molecule
/ | 6.1% | Cc1ccsc1CNn1cnnc1SCc1ccc(Cl)cc1
-4% | -2.4% | CCc1ccc(-c2ncnn2-c2ccc(Cl)cc2)cc1

Next section
MKP-3 inhibition | Hsp70 inhibitors | molecule
-1% | -3.1% | COc1ccc(OC)c2sc(N3CCCCC3)nc12
0% | 6.7% | Cc1cccc(C)c1OCC(O)CN1CCC(C)CC1 (stereo not drawn)
-1% | 3.2% | FC(F)(F)c1nc2nncn2c2c1CCCCC2
-7% | -2.3% | CCOC(=O)N1CCC(NC(=O)C(NC(=O)C2CCCCC2)C(C)C)CC1 (stereo not drawn)
3% | -4.4% | COc1ccc(OC)c(NC(=O)COc2ccccc2C)c1
1% | 4.6% | COc1ccc(OC)c(S(=O)(=O)N2CCCCC2)c1
-11% | 0.7% | CCOC(=O)c1ccc(NC(=O)CSc2nc3c(c(=O)n2C)SC(C)C3)cc1 (stereo not drawn)
1% | -4.5% | C=CCn1c(CCCN2C(=O)c3cccc4cccc(c34)C2=O)nnc1SCC(=O)OCC
-10% | 0.2% | CN(C)/C=N/c1sc2c(c1C#N)CCC2
-21% | -4.4% | O=c1c2c(n3nnnc3n1Cc1ccccc1)-c1ccccc1CC21CCCC1
-1% | -2.9% | CN(C)Cc1c(O)ccc2occ(C(=O)c3ccccc3)c12
-3% | 2.9% | COc1cc([C@H]2[C@@H]3CCCC[C@]3(O)CCN2Cc2ccccc2F)ccc1O
-3% | 3.4% | COC(=O)C(C)Sc1nnc(Cc2cc(=O)[nH]c(=O)[nH]2)n1-c1cccc(OC)c1 (stereo not drawn)
/ | 8.3% | COc1ccc(N2CCN(C(=O)CCCSc3nc4ccccc4[nH]3)CC2)cc1
-4% | 4.3% | Cc1[nH]c(=O)[nH]c(=O)c1S(=O)(=O)N1CCN(c2cccc(Cl)c2)CC1
3% | 2.7% | CCC(=O)N(CCc1ccccc1)C1CC(=O)N(c2ccc(F)cc2)C1=O (stereo not drawn)
-10% | 1.3% | CC(=O)c1ccccc1OCCCN1CCCCC1
/ | -3.2% | CC(C)OC(=O)NCCOC(=O)Nc1ccc(Cl)c(Cl)c1
-2% | 1.6% | CCNC(=O)CN(c1ccc(OC)cc1)S(=O)(=O)c1ccc(C)cc1
5% | 1.0% | Cn1cnc(S(=O)(=O)N2CCc3ccccc32)c1
7% | 10% | COc1cc(/C=c2\sc3nc4ccccc4n3c2=O)cc(I)c1OCC(=O)O
/ | 1.6% | C=CCn1c(NC(=O)CC)c(C(=O)OCC)sc1=S
/ | 1.6% | CCN(CC)c1nc2ccccc2c(N)c1-c1ccccc1
2% | -1.9% | CCOC(=O)CSC1=C(C#N)C(c2ccc(Cl)cc2)C(C(=O)OC)C(=O)N1 (stereo not drawn)
0% | 7.4% | CC1(C)CC(=O)c2c(nc(SC3C=CCCC3)c(C#N)c2-c2ccccc2)C1 (stereo not drawn)
-17% | -1.0% | COc1ccccc1NC(=O)COc1ccc(CO)cc1Cl
4% | 2.2% | CN(C(=O)NC(=O)C1=C(N2CCOCC2)/C(=C/c2ccccc2)CC1)S(C)(=O)=O
0% | -3.1% | O=c1[nH]c(=O)n(-c2ccccc2F)c(O)c1C=Nc1ccc(Cl)cc1
-6% | 1.3% | CCn1cc(C(=O)NCc2ccccn2)c(=O)c2cc(F)c(N3CCN(C)CC3)cc21
0% | 2.2% | O=C(CSc1ncn[nH]1)Nc1ccccc1Br
2% | 1.8% | O=C1NC(=O)C(=Cc2ccccc2OCc2ccccc2F)C(=O)N1
-7% | -5.0% | CNc1sc(C(=O)c2cccs2)c(N)c1-c1nc2ccccc2s1
0% | 2.9% | CCOC(=O)C1=C(C)N=C2SCC(=O)N2C1c1ccc(C)cc1 (stereo not drawn)
-2% | -7.2% | CN(C)C(=S)S/C=C/C(=O)c1ccccc1
1% | 1.9% | COC(=O)c1c(N)sc(C)c1-c1ccc(C(C)(C)C)cc1
-1% | -2.6% | CCOc1ccccc1NC(=O)c1ccc(CN2CCc3ccccc3C2)cc1
-8% | 10% | COc1ccc(C2C(C(=O)N3CCOCC3)CCC(=O)N2c2ccc(OC)cc2)cc1 (stereo not drawn)
5% | 18% | Cc1ccc(-n2c(C)nc3oc4ccccc4c(=O)c3c2=O)cc1
5% | -5.7% | CCOc1ccc2nc(NC(=O)c3ccc(OCC(C)C)cc3)sc2c1
/ | 4.0% | Cc1ccc(S(=O)(=O)Nc2ccc3c(c2)nc(CN2CCCC2)n3C)cc1
-10% | 8.7% | O=C(C1CCCCC1)N1CCC(c2nc3ccccc3[nH]2)CC1
0% | -0.1% | CC1=NN(C(=O)c2ccccc2Cl)C(O)(C(F)(F)F)C1 (stereo not drawn)
-8% | / | CC(C)c1ccc(NS(=O)(=O)c2cn(C)c(=O)n(C)c2=O)cc1
/ | -2.8% | O=C(NCCO)C(F)(F)C(F)(F)C(F)(F)OC(F)(C(=O)NCCO)C(F)(F)F (stereo not drawn)
1% | 4.8% | O=C(NCc1ccccc1)N1CCn2c(nc3ccccc32)C1
-3% | -0.8% | Cc1nn(C)cc1CNC(=O)C1C2CCC(O2)C1C(=O)O (stereo not drawn)
-7% | -0.1% | CCCC(=O)Nc1cc(=O)n(C)c(=O)n1C
0% | -2.9% | COC(=O)c1sc(NC(=O)C2CCCCC2)c(C#N)c1C
/ | 4.9% | COc1cc(C2CC(=O)c3cnc(NC(C)=O)nc3C2)cc(OC)c1OC (stereo not drawn)
-4% | 0.6% | COc1ccc(C)cc1S(=O)(=O)N(CC(=O)O)c1ccc(C)cc1
1% | 2.5% | Cc1cc2nc3s/c(=C\c4cc5c(cc4[N+](=O)[O-])OCO5)c(=O)n3c2cc1C
4% | 1.9% | Cc1ccc2nc(-c3ccc(-c4ccccc4)cc3)oc(=O)c2c1
-1% | 0.6% | CC1(C)CC(=O)C(C=NCCN2CCN(C(=O)C34CC5CC(CC(C5)C3)C4)CC2)=C(O)C1
6% | -0.6% | CCOC(=O)c1cc2c(nc1NC(=S)Nc1ccccc1)CC(C)(C)OC2
0% | -2.6% | Cc1ccc(S(=O)(=O)/N=C(/NC(=S)N2CCOCC2)c2ccccc2)cc1
0% | 6.3% | c1ccc2c(c1)CCOC2CNCCCN1CCCCC1 (stereo not drawn)
2% | -1.6% | O=C(CSc1nc2ccccc2o1)c1cccc([N+](=O)[O-])c1
2% | -0.5% | O=C(CSc1ncccn1)N/N=C/c1ccccc1O
2% | -0.9% | COc1ccc(OCCCCn2ccnc2)cc1
/ | 1.7% | COC(=O)CSc1nc(C)c2ccc(OC)cc2n1

(more compounds)
MKP-3 inhibition | Hsp70 inhibitors | molecule
5% | -0.9% | C=CCn1c(SCC(=O)N2CCCCC2)nc2sc3c(c2c1=O)CCCC3
3% | 3.5% | O=C(O)c1ccc2c(c1)C(=O)N(c1cc(C(=O)O)ccc1Br)C2=O
0% | 16% | O=C(Nc1ccccc1)Nc1nnc(-c2ccc(Br)cc2)s1
-9% | -5.5% | COc1cc(C)nc(OCCNC(=O)COc2ccc(Cl)cc2Cl)n1
0% | 3.0% | O=[N+]([O-])c1ccc2oc(-c3ccccc3)nc2c1
3% | -7.5% | COc1ccc(C2/C(=C(\O)c3ccc(F)cc3)C(=O)C(=O)N2CCCCCC(=O)O)cc1OC (stereo not drawn)
-17% | / | C=CCN(c1ccc(C(=O)N2CCCC2)cc1)S(C)(=O)=O
9% | -0.3% | O=C(CCS(=O)(=O)c1cccc2nonc12)N1CCCc2ccccc21
3% | 1.9% | CCn1cc(C(=O)NCc2cccnc2)c2cc(OC)c(OC)cc2c1=O
/ | 11% | Cc1c(NC2=NC3(CCCCC3)Cc3ccccc32)c(=O)n(C)n1-c1ccccc1
-9% | -4.4% | Cc1csc(NC(=O)CCn2c(=O)sc3ccccc32)n1
2% | 2.8% | CN(Cc1ccccc1)C(=O)CCNS(=O)(=O)c1ccc2c(c1)oc(=O)n2C
-9%&3% | -0.7% | CC(=O)c1cc(-c2ccccc2)[nH]c1N1CCOCC1
-9% | 0.6% | CC(C(=O)NCCCN1CCOCC1)n1cccc1C(=O)c1ccccc1 (stereo not drawn)
2% | 3.7% | CCCCOc1ccc(C(=O)Nc2cc(-c3nc4ccccc4o3)ccc2OC)cc1
4% | -3.9% | O=C(NC(=S)NCc1ccccn1)c1ccc([N+](=O)[O-])cc1
-11% | -4.5% | CCC1(C)Cc2c(c(=O)n(-c3ccccc3)c3ncnc(N)c23)CO1 (stereo not drawn)
4% | -2.7% | CCC1CCCCN1C(=O)c1cnn2c(C(F)(F)F)cc(-c3ccc(C)cc3)nc12 (stereo not drawn)
5% | 1.9% | COc1ccc2c(c1)CCc1c(C(=O)N3CCCCCC3)noc1-2
/ | -0.1% | Cc1cc(NS(=O)(=O)c2ccc(NC(=O)C(C)Oc3ccc(Cl)cc3)cc2)no1 (stereo not drawn)
1%&3% | -4.4%&2.9% | Cc1cc(Cl)ccc1OCCCC(=O)NO
-5% | -1.6% | CCOC(=O)c1c(C2CC2)csc1NC(=O)CSCc1c(C)noc1C

Gathered by group: the compounds so far containing fluorine.
MKP-3 inhibition | Hsp70 inhibitors | molecule
2% | 0.5% | COc1cc(/C=C2\C(=O)NC(=O)N(c3ccc(F)cc3)C2=O)ccc1OCC(=O)O
8% | 0.2% | O=C(Nc1cccc(C(F)(F)F)c1)c1ccc(OC2CSC2)cc1
-1% | 3.2% | FC(F)(F)c1nc2nncn2c2c1CCCCC2
-3% | 2.9% | COc1cc([C@H]2[C@@H]3CCCC[C@]3(O)CCN2Cc2ccccc2F)ccc1O
3% | 2.7% | CCC(=O)N(CCc1ccccc1)C1CC(=O)N(c2ccc(F)cc2)C1=O (stereo not drawn)
0% | -3.1% | O=c1[nH]c(=O)n(-c2ccccc2F)c(O)c1C=Nc1ccc(Cl)cc1
-6% | 1.3% | CCn1cc(C(=O)NCc2ccccn2)c(=O)c2cc(F)c(N3CCN(C)CC3)cc21
2% | 1.8% | O=C1NC(=O)C(=Cc2ccccc2OCc2ccccc2F)C(=O)N1
0% | -0.1% | CC1=NN(C(=O)c2ccccc2Cl)C(O)(C(F)(F)F)C1 (stereo not drawn)
/ | -2.8% | O=C(NCCO)C(F)(F)C(F)(F)C(F)(F)OC(F)(C(=O)NCCO)C(F)(F)F (stereo not drawn)
3% | -7.5% | COc1ccc(C2/C(=C(\O)c3ccc(F)cc3)C(=O)C(=O)N2CCCCCC(=O)O)cc1OC (stereo not drawn)
4% | -2.7% | CCC1CCCCN1C(=O)c1cnn2c(C(F)(F)F)cc(-c3ccc(C)cc3)nc12 (stereo not drawn)

Only part of the results is shown; rates above refer to the full screens.
